Screening results from PubChem.
PRC2 inh: EZH2/PRC2 methyltransferase inhibitors, primary screen, biochemical, DELFIA time-resolved fluorescence, single point | 57,000 tested, 0.35% active | inhibition, % at 12.5 µM | AID 651548, 2012 | PRC2 H3K27 methylation, DELFIA TRF, 1 h;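 active = mean inhibition of replicates at least 50% and every single replicate also reaching 50%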;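 also: dimethyl H3K27 on biotinylated H3 21-44 peptide detected by antibody; plate controls were median neutral control wells for no effect and median positive control wells for full effect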
IDH1 mut inh: inhibitors of IDH1 R132H reductase, primary screen, biochemical, plate reader, single point. Isocitrate dehydrogenase [NADP] cytoplasmic (Homo sapiens), O75874. diaphorase/resazurin fluorescence, 60 min. inhibition, % at 10 µM. 70,000 tested, 0.18% active. AID 624101, 2012; in the data active = inhibition above about 34%;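 also: 0% = DMSO and 100% = no enzyme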
* hit, by the source's call. Not all compounds are listed; count on the stated rates, not on these rows.

For C#CCOC(=O)C1=CCCN(C)C1 the results were PRC2 inh -8 and IDH1 mut inh 0.5.
`CC(C)[C@]1(O)[C@@H](OC(=O)c2ccc[nH]2)[C@@]2(O)[C@@]3(C)C[C@]4(O)O[C@@]5([C@H](O)[C@@H](C)CC[C@]35O)[C@@]2(O)C41C` gave PRC2 inh -4 and IDH1 mut inh -0.5.
CCCC(C)C1(CC)C(=O)NC(=S)NC1=O (centres undefined) was read as IDH1 mut inh -1.2.
`c1ccc(CCCCN2CCC(c3ccccc3)CC2)cc1` gave PRC2 inh 12 and IDH1 mut inh -0.7.
For COc1ccc2c(c1)c(CCN1CCOCC1)c(C)n2C(=O)c1cccc(Cl)c1Cl the results were PRC2 inh -7 and IDH1 mut inh -0.4.
For Cc1ccc(OC(=O)N(C)C[C@@H]2OCc3cnnn3CCCC(=O)N([C@@H](C)CO)C[C@@H]2C)cc1 the results were PRC2 inh 2 and IDH1 mut inh -2.5.
Clc1cncc(N2CCNCC2)n1 was read as PRC2 inh -7 and IDH1 mut inh 0.8.
For Cc1ncc(CN2CC=C(c3ccccc3)CC2)c(N)n1 the results were PRC2 inh 17 and IDH1 mut inh 1.5.
For COC(=O)C1=COC(C)C2CN3CCC4(C(=O)Nc5ccccc54)C3CC12 (centres undefined) the results were PRC2 inh -10 and IDH1 mut inh 0.2.
Screening Oc1ccc2c3c1OC1c4oc5ccccc5c4CC4(O)C(C2)N(CC2CC2)CCC314 (centres undefined) returned IDH1 mut inh -3.3.
Screening CN1[C@@H]2CC[C@H]1CC(OC(=O)N1Cc3ccccc3NC1=O)C2 (some centres undefined) returned PRC2 inh 5 and IDH1 mut inh 0.1.
Screening C=C(C)[C@@]12O[C@@H]1[C@@]1(C)C(=C[C@H]2O)CC[C@@H](O)[C@@H]1C returned IDH1 mut inh 0.0.
`C[C@]12CCC(=O)C=C1C=C[C@@H]1[C@@H]2CC[C@@]2(C)[C@H]1CC[C@@]2(O)CCC(=O)O` gave PRC2 inh 13 and IDH1 mut inh 1.0.
`CC(=O)CC(c1ccc(Br)cc1)c1c(O)c2ccccc2oc1=O` (centres undefined) gave PRC2 inh -5 and IDH1 mut inh -0.3.
For CC1OC(OC2CC(O)C3(CO)C4C(O)CC5(C)C(C6=CC(=O)OC6)CCC5(O)C4CCC3(O)C2)C(O)C(O)C1O (centres undefined) the results were IDH1 mut inh 0.3.
Screening Clc1cccc(N2CCNCC2)c1 returned PRC2 inh 0 and IDH1 mut inh 1.6.

For reference, two of the compounds above:
For C#CCOC(=O)C1=CCCN(C)C1 the results were PRC2 inh -8 and IDH1 mut inh 0.5.
`CC(C)[C@]1(O)[C@@H](OC(=O)c2ccc[nH]2)[C@@]2(O)[C@@]3(C)C[C@]4(O)O[C@@]5([C@H](O)[C@@H](C)CC[C@]35O)[C@@]2(O)C41C` gave PRC2 inh -4 and IDH1 mut inh -0.5.

Fetched by compound from above, 6 records:
CCCC(C)C1(CC)C(=O)NC(=S)NC1=O (centres undefined) was read as IDH1 mut inh -1.2.
Screening CN1[C@@H]2CC[C@H]1CC(OC(=O)N1Cc3ccccc3NC1=O)C2 (some centres undefined) returned PRC2 inh 5 and IDH1 mut inh 0.1.
For CC1OC(OC2CC(O)C3(CO)C4C(O)CC5(C)C(C6=CC(=O)OC6)CCC5(O)C4CCC3(O)C2)C(O)C(O)C1O (centres undefined) the results were IDH1 mut inh 0.3.
Screening Oc1ccc2c3c1OC1c4oc5ccccc5c4CC4(O)C(C2)N(CC2CC2)CCC314 (centres undefined) returned IDH1 mut inh -3.3.
For Cc1ccc(OC(=O)N(C)C[C@@H]2OCc3cnnn3CCCC(=O)N([C@@H](C)CO)C[C@@H]2C)cc1 the results were PRC2 inh 2 and IDH1 mut inh -2.5.
Clc1cncc(N2CCNCC2)n1 was read as PRC2 inh -7 and IDH1 mut inh 0.8.
